# Screens from PubChem.
# Rv3671c inh – inhibits the M. tuberculosis serine protease Rv3671c; P9WHR9; inhibition, % at 5.96 µM; 0.048% of 320,000 active; AID 2606; in the data active = inhibition above about 38%;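 note: extracellular domain of Rv3671c used as enzyme; 0% = enzyme with DMSO and 100% = no enzyme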
# Target sequence (P9WHR9 whole entry, looked up, the tested form may be a part): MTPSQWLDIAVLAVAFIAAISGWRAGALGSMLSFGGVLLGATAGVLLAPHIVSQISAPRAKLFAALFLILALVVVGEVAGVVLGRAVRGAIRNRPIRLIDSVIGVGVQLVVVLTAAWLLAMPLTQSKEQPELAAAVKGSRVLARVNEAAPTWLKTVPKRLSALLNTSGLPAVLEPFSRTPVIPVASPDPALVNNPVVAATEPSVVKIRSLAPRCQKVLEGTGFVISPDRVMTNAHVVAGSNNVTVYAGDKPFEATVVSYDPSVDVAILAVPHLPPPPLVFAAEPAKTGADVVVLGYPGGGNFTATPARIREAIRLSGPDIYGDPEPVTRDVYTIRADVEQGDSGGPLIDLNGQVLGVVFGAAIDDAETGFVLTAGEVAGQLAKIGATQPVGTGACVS
# TcdB GH inh – inhibitors of Clostridioides difficile toxin B glycohydrolase. 0.24% of 350,000 active. AID 652162. inhibition, % at 9.99 µM. TcdB glycohydrolase enzymatic assay, plate reader; in the data active = inhibition above about 10%
# VHR inh abs – blocks human VHR1 dual specificity phosphatase; P51452; recombinant VHR phosphatase, pNPP absorbance; inhibition, % at 13.3 µM; 0.52% of 290,000 active; in the data active = inhibition above about 50%; note: some compounds called inactive have numbers as strong as hits
# Target sequence (P51452 whole entry, looked up): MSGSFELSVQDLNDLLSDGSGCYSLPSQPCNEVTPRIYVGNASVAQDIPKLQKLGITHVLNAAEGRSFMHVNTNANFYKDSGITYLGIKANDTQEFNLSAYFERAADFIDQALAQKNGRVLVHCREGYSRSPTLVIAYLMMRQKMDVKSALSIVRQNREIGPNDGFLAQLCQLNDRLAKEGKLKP
# PrPC surface inh – inhibitors of human cell surface prion protein PrPC; P04156; TR-FRET read-out; inhibition, % at 13.8 µM; 0.43% of 370,000 active; AID 720596; in the data active = inhibition above about 24%; note: 0% = median of the test wells and 100% = reference compound wells
# MazEF act – activators of E. coli MazEF toxin-antitoxin RNase. FAM/BHQ RNA-DNA oligo cleavage fluorescence, 5 h. activation, % at 20 µM. 0.32% of 350,000 active; in the data active = activation above about 50%
# Target sequence (P0AE70 whole entry, looked up): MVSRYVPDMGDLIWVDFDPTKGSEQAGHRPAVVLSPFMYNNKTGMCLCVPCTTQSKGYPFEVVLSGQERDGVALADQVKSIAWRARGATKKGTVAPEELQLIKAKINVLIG
# SSB-PriA inh – blocks PriA binding to SSB C-terminal tail | 0.6% of 430,000 active | AlphaScreen SSBct-PriA binding, biotinylated peptide | inhibition, % at 33 µM; in the data active = inhibition mostly above about 37%, no sharp cut-off; inactive = mostly below about 20%;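 note: plate controls were negative control peptide for no effect and reference peptide for full effect; strong numbers were not always called active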
# Y pestis TopoI – inhibitors of Yersinia pestis topoisomerase I | Y. pestis Topo-I cleavage product accumulation, plate reader | 0.064% of 360,000 active | activity, % at 10 µM; in the data active = activity above about 50%, passing the limit was not always enough; note: inactives centre near 2
# BH1578 lux ind – quorum light induction in luxS cqsA deficient V. cholerae; V. cholerae BH1578 lux reporter, luminescence, 6 h; activation, % at 18.7 µM; 0.16% of 350,000 active; in the data active = activation mostly above about 9.7%, no sharp cut-off; note: not every result past the cut was called active; inactives centre near 0; reference of the scale not given here
# CCHFV vOTU inh – CCHFV vOTU protease inhibition; Pep-AMC fluorescence; inhibition, % at 11.5 µM; 0.55% of 370,000 active; AID 651958; in the data active = inhibition above about 30%; note: 0% = vehicle wells with enzyme and 100% = no enzyme wells
# 3CLpro inhibitor – SARS-CoV 3CLpro protease inhibition | P0C6X7 | recombinant SARS-CoV 3CLpro, quenched FRET peptide cleavage | inhibition, % at 6 µM | 0.14% of 290,000 active | AID 1706; in the data active = inhibition above about 12%
# Starred values were filed as active, the others as inactive; i = inactive; . = no result given; & = joins results of further samples. Not all compounds are listed (hit frequency here may not be typical).
# Start of the data: the first 13 records, to show the layout:
1	CCOc1ncccc1C(=O)Nc1cccc(C(=O)Nc2cccc(S(=O)(=O)CCO)c2)c1
2	COc1ccc(OCC(O)CN2CCN(c3ccccc3)CC2)cc1 (stereo unspecified)
3	CC1(C)Cc2c(cnn2-c2ccccc2)C(=O)/C1=N\NC(=O)c1ccncc1
4	CCN1C(=O)N[C@@H](CCc2ccccc2)[C@@H](C(=O)OC)[C@H]1C
5	Cc1cc(C(=O)N2CCC(Cc3ccccc3)CC2)ccc1[N+](=O)[O-]
6	COc1ccc(N(C(=O)c2cnccn2)C(C(=O)NC2CCCCC2)c2ccccc2)cc1 (stereo unspecified)
7	O=[N+]([O-])c1ccc(/C=N/Nc2ccnc3cc(Cl)ccc23)o1
8	Cc1onc(-c2ccccc2)c1C1=N/C(=C\c2ccccc2F)C(=O)O1
9	O=C(c1ccco1)N1CCN(C(c2ccccc2F)c2nnnn2CC2CCCO2)CC1 (stereo unspecified)
10	O=C(CSc1nnc(-c2ccccc2O)o1)Oc1ccc(OCc2ccccc2)cc1
11	Cc1cc(N2CCOCC2)nc(SCC(=O)c2ccccc2)n1
12	CCNc1ccc2c(Cl)cc(=O)oc2c1

Compound | 1 | 2 | 3 | 4 | 5 | 6 | 7 | 8 | 9 | 10 | 11 | 12
Rv3671c inh | -11 | 0 | -19 | -2 | 2 | 3 | -4 | -8 | -1 | 1 | 3 | -4
TcdB GH inh | . | 0.5 | . | -6.6 | 0.0 | 1.0 | 0.4 | 0.8 | . | . | 1.5 | 5.7
VHR inh abs | 13 | 20 | . | 11 | 27 | -7 | 0 | -3 | 4 | 8 | 10 | 1
PrPC surface inh | 2 | -6 | -1 | 8 | 6 | -6 | -18 | -3 | -2 | 1 | 9 | -11
MazEF act | 2 | -2 | -2 | 3 | 2 | -32 | -10 | 6 | 8 | -13 | 4 | 2
SSB-PriA inh | -6 | -3 | . | -12 | 4 | -11 | . | -9 | 1 | -10 | 11&-2 | -15
Y pestis TopoI | 15 | 15 | -3 | 3 | 21 | 14 | -44 | -7 | 2 | 2 | 4 | 2
BH1578 lux ind | 0.4 | -0.3 | 0.9 | -0.1 | -6.7 | -0.2 | i | -0.4 | -3.6 | i | 0.9 | 2.1
CCHFV vOTU inh | 2 | 2 | -5 | 19 | 7 | -4 | 18 | -3 | 6 | 1 | -6 | -44
3CLpro inhibitor | 1 | -5 | -4 | . | -2 | 1 | -5 | 2 | 0 | -9 | -2 | -7

13	CCN(CC)S(=O)(=O)c1ccc(Cl)c(NC(=O)c2ccccc2C)c1

Compound | 13
Rv3671c inh | 0
TcdB GH inh | .
VHR inh abs | 25
PrPC surface inh | -10
MazEF act | 0
SSB-PriA inh | -4
Y pestis TopoI | 8
BH1578 lux ind | i
CCHFV vOTU inh | -3
3CLpro inhibitor | 1

# Main list, from the start:
1	CCOc1ncccc1C(=O)Nc1cccc(C(=O)Nc2cccc(S(=O)(=O)CCO)c2)c1
2	COc1ccc(OCC(O)CN2CCN(c3ccccc3)CC2)cc1 (stereo unspecified)
3	CC1(C)Cc2c(cnn2-c2ccccc2)C(=O)/C1=N\NC(=O)c1ccncc1
4	CCN1C(=O)N[C@@H](CCc2ccccc2)[C@@H](C(=O)OC)[C@H]1C
5	Cc1cc(C(=O)N2CCC(Cc3ccccc3)CC2)ccc1[N+](=O)[O-]
6	COc1ccc(N(C(=O)c2cnccn2)C(C(=O)NC2CCCCC2)c2ccccc2)cc1 (stereo unspecified)
7	O=[N+]([O-])c1ccc(/C=N/Nc2ccnc3cc(Cl)ccc23)o1
8	Cc1onc(-c2ccccc2)c1C1=N/C(=C\c2ccccc2F)C(=O)O1
9	O=C(c1ccco1)N1CCN(C(c2ccccc2F)c2nnnn2CC2CCCO2)CC1 (stereo unspecified)
10	O=C(CSc1nnc(-c2ccccc2O)o1)Oc1ccc(OCc2ccccc2)cc1

Compound | 1 | 2 | 3 | 4 | 5 | 6 | 7 | 8 | 9 | 10
Rv3671c inh | -11 | 0 | -19 | -2 | 2 | 3 | -4 | -8 | -1 | 1
TcdB GH inh | . | 0.5 | . | -6.6 | 0.0 | 1.0 | 0.4 | 0.8 | . | .
VHR inh abs | 13 | 20 | . | 11 | 27 | -7 | 0 | -3 | 4 | 8
PrPC surface inh | 2 | -6 | -1 | 8 | 6 | -6 | -18 | -3 | -2 | 1
MazEF act | 2 | -2 | -2 | 3 | 2 | -32 | -10 | 6 | 8 | -13
SSB-PriA inh | -6 | -3 | . | -12 | 4 | -11 | . | -9 | 1 | -10
Y pestis TopoI | 15 | 15 | -3 | 3 | 21 | 14 | -44 | -7 | 2 | 2
BH1578 lux ind | 0.4 | -0.3 | 0.9 | -0.1 | -6.7 | -0.2 | i | -0.4 | -3.6 | i
CCHFV vOTU inh | 2 | 2 | -5 | 19 | 7 | -4 | 18 | -3 | 6 | 1
3CLpro inhibitor | 1 | -5 | -4 | . | -2 | 1 | -5 | 2 | 0 | -9

# Quoted from the listing.
# Reading for compound 5 under PrPC surface inh: 6
# Reading for compound 6 under BH1578 lux ind: -0.2

# Continuation.
11	Cc1cc(N2CCOCC2)nc(SCC(=O)c2ccccc2)n1
12	CCNc1ccc2c(Cl)cc(=O)oc2c1
13	CCN(CC)S(=O)(=O)c1ccc(Cl)c(NC(=O)c2ccccc2C)c1
14	COc1ccc(F)c(CN2CCC(n3nccc3NC(=O)CCCc3ccccc3)CC2)c1
15	CC(C)c1onc(C(=O)NCc2ccc(F)cc2)c1[N+](=O)[O-]
16	O=C(COC(=O)c1cc[n+]([O-])cc1)Nc1cc([N+](=O)[O-])ccc1Cl
17	CC(=O)c1cccc(CN2CCc3ccc(NC(=O)C4CCCO4)cc3C2)c1 (stereo unspecified)
18	CC(C)(C(=O)N1CCC1(C)C(=O)NC1Cc2ccccc2C1)c1ccccc1 (stereo unspecified)
19	CC(=O)N1CC2(CC(=O)OC(C)C)CN(C(C)=O)CC(CC(=O)OC(C)C)(C1)C2=O
20	Cc1ccc2c(c1)N(Cc1cccc(Cl)c1)C(=O)c1cccnc1O2

Compound | 11 | 12 | 13 | 14 | 15 | 16 | 17 | 18 | 19 | 20
Rv3671c inh | 3 | -4 | 0 | -7 | 0 | -2 | 7 | . | . | -6
TcdB GH inh | 1.5 | 5.7 | . | -0.2 | . | 1.2 | 0.5 | 1.1 | . | -0.6
VHR inh abs | 10 | 1 | 25 | -9 | -2 | . | 18 | . | 3 | -2
PrPC surface inh | 9 | -11 | -10 | -4 | 2 | -12 | -5 | 7 | -3 | -6
MazEF act | 4 | 2 | 0 | 3 | 10 | 0 | -1 | . | 4 | -1
SSB-PriA inh | 11&-2 | -15 | -4 | -2 | 9 | -9 | 3 | . | -19 | -10
Y pestis TopoI | 4 | 2 | 8 | 10 | 2 | 2 | 9 | 22 | 3 | 25
BH1578 lux ind | 0.9 | 2.1 | i | i | -0.2 | 3.5 | -0.6 | i | i | -0.2
CCHFV vOTU inh | -6 | -44 | -3 | 1 | -2 | 2 | -2 | 4 | 6 | -8
3CLpro inhibitor | -2 | -7 | 1 | -2 | -2 | . | 0 | . | -2 | 5

21	CCn1c2ccc(C)cc2c2nnc(SCCN3CCCCC3)nc21
22	CC(=O)O[C@H]1CC[C@]2(C)C3CC[C@@]4(C)C(C[C@@H](O)[C@@H]4O)C3[C@@H](OC(C)=O)C[C@H]2C1 (stereo partly specified)
23	CS(=O)(=O)N1CCc2nc(-c3ccccc3)sc2C1
24	NC(=S)NC1CC2C=CC1C2 (stereo unspecified)
25	COc1cc(C2/C(=C(/O)c3ccc(OCC(C)C)cc3)C(=O)C(=O)N2CCN(C)C)ccc1O (stereo unspecified)
26	COc1cc(OC)c(N2CC(C(=O)Nc3cccc(C(=O)NC4CC4)c3)CC2=O)cc1Cl (stereo unspecified)
27	COc1ccc(NC(=O)C2(C)CCN2C(=O)c2ccc(C(C)(C)C)cc2)cc1OC (stereo unspecified)
28	O=C(Nc1ccc(N2CCCCC2)c(Cl)c1)c1cccnc1
29	COC(=O)c1ccc(C2c3c(oc4ccc(F)cc4c3=O)C(=O)N2CCO)cc1 (stereo unspecified)
30	CCc1nc(SCc2cccnc2)c2c(=O)n(C)c(=O)n(C)c2n1

Compound | 21 | 22 | 23 | 24 | 25 | 26 | 27 | 28 | 29 | 30
Rv3671c inh | -3 | . | 0 | 7 | -1 | . | . | -12 | 8 | 4
TcdB GH inh | 0.6 | 0.8 | 0.7 | 0.3 | -0.7 | 2.9 | -1.1 | . | . | 3.1
VHR inh abs | -4 | . | . | 32 | 9 | . | . | 19 | 12 | -6
PrPC surface inh | -17 | 2 | -10 | 5 | 2 | -2 | 5 | 9 | -12 | 0
MazEF act | 6 | 3 | 9 | 1 | 15 | 1 | . | 11 | 3 | 3
SSB-PriA inh | 6 | . | 10 | -7 | . | -3 | . | -7 | -16 | -6
Y pestis TopoI | 12 | 10 | 4 | -4 | 5 | 21 | -2 | 2 | -5 | 1
BH1578 lux ind | i | -0.4 | i | i | i | -1.1 | i | -6.7 | -0.3 | 0.3
CCHFV vOTU inh | 5 | 0 | 4 | 3 | -5 | 5 | -6 | 1 | -7 | -3
3CLpro inhibitor | 0 | . | -5 | 1 | 3 | . | . | -1 | 2 | -4

31	CCOc1ccc2nc(SC(C)C(N)=O)[nH]c2c1 (stereo unspecified)
32	CCSc1ncc(C)cc1[N+](=O)[O-]
33	O=C(NCCc1ccccc1)C1CCN(Cc2ccccc2F)CC1
34	COc1ccc(/C(C)=N/NC(=O)CNC(=O)C2COc3ccccc3O2)c(OC)c1 (stereo unspecified)
35	Cc1ccc([N+](=O)[O-])cc1N=Nc1c(-c2ccc([N+](=O)[O-])cc2)[nH]n(C(N)=S)c1=O
36	CC(C)(C)NC(=O)/C=C/c1cccc(C(F)(F)F)c1
37	Cn1c(SCc2ccccc2)nnc1-c1ccc2c(c1)OCO2
38	CC1CN(C(=O)c2cccc(COc3ccc(Br)cc3)c2)CC(C)O1 (stereo unspecified)
39	Cc1ccc2cccc(OCC(=O)NCc3ccco3)c2n1
40	N/C(Cc1nc(-c2ccc(F)cc2)cs1)=N\O

Compound | 31 | 32 | 33 | 34 | 35 | 36 | 37 | 38 | 39 | 40
Rv3671c inh | 1 | -8 | -1 | -1 | . | 0 | 7 | -7 | 1 | 6
TcdB GH inh | . | -0.2 | . | -1.0 | . | . | . | 0.6 | . | 1.6
VHR inh abs | 19 | -4 | 5 | 0 | 32 | 1 | -12 | -7 | -13 | 4
PrPC surface inh | 4 | 0 | -2 | -1 | . | 3 | -2 | 0 | -9 | -4
MazEF act | -4 | 8 | 9 | 1 | 2 | -2 | -7 | -2 | 0 | -4
SSB-PriA inh | -11 | -16 | -8 | . | -2 | -14 | -8 | -15 | -7 | i
Y pestis TopoI | -4 | -6 | -4 | -5 | -16 | -4 | 1 | 34 | 1 | -13
BH1578 lux ind | i | -0.1 | -0.4 | -0.5 | -0.9 | -0.1 | -0.7 | -0.2 | -2.9 | -0.7
CCHFV vOTU inh | -7 | -5 | -5 | -7 | . | 9 | 6 | 5 | -1 | -8
3CLpro inhibitor | 0 | 3 | 4 | -4 | 1 | -6 | -3 | 1 | 0 | 5

41	CCOC(=O)c1cnc2c(C(F)(F)F)cccc2c1NCCCN1CCOCC1
42	c1ccc(-c2csc(-c3ccc(-c4csnn4)cc3)n2)cc1
43	CCOC(=O)c1c(C)[nH]c(C(=O)/C(C#N)=C/c2ccc(OC)c(OC)c2)c1C
44	COc1cc(C2/C(=C(\O)c3ccc4c(c3)CC(C)O4)C(=O)C(=O)N2CCCn2ccnc2)cc(OC)c1OC (stereo unspecified)
45	CCCCN(C)CCNC(=O)C(=O)c1c(C)[nH]c2ccccc12

Compound | 41 | 42 | 43 | 44 | 45
Rv3671c inh | 4 | -3 | -8 | -1 | -2
TcdB GH inh | 2.8 | 0.5 | 0.8 | -1.4 | -0.7
VHR inh abs | -8 | 5 | 5 | -7 | 9
PrPC surface inh | 8 | -5 | -2 | 6 | -7
MazEF act | -7 | -9 | 0 | 1 | 8
SSB-PriA inh | -3 | -11 | -18 | . | 10
Y pestis TopoI | 13 | -4 | 8 | -7 | 0
BH1578 lux ind | -0.5 | i | 2.3 | -0.6 | -2.4
CCHFV vOTU inh | 8 | 1 | -5 | -7 | -3
3CLpro inhibitor | 2 | 2 | 1 | -3 | -2
